HGIII-sPLA2 inh: human group III sPLA2 inhibitors, primary screen, biochemical, QFRET, BODIPY PC-A2 liposome substrate; QFRET BODIPY PC-A2 liposome hydrolysis, fluorescence; inhibition, % at 12.2 µM; hit rate 0.56% among 370,000; AID 743126, 2013;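 active means inhibition above mean plus 3 SD of compounds lying within the high and low control bounds, cut at about 19% in these data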;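 further: 0% = median of test compound wells and 100% = no enzyme DMSO wells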
Tn6 DDE FP: inhibitors of Tn6 peptide binding to fibrin DD(E), primary screen, biochemical, fluorescence polarization, human fibrin, Tn6 probe. Fibrinogen beta chain (Homo sapiens), P02675. Fibrin DD(E) TRITC-Tn6 fluorescence polarization displacement. inhibition, % at 8.3 µM. hit rate 0.21% among 370,000. AID 720509, 2013;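 active means inhibition above a per-campaign cutoff: mean of compounds within control limits plus 3 SD, cut at about 15% in these data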;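 further: 0% = median of all compound wells on the plate and 100% = blocking peptide control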
DDE Tn7 FP inh: inhibitors of Tn7 peptide binding to fibrin DD(E), primary screen, biochemical, fluorescence polarization, human fibrin, Tn7 probe | AID 720508, 2013 | inhibition, % at 8.3 µM | hit rate 0.13% among 370,000 | FP displacement of FITC-Tn7 peptide from fibrin DD(E); 0% = median of compound wells per plate | Fibrinogen beta chain (Homo sapiens), P02675;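 active means inhibition above the mean of compounds falling within the control limits plus 3 SD of them, cut at about 14% in these data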;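 further: 0% = plate median of compound wells and 100% = 10 µM Aha-Tn7 peptide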
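Assay system: human fibrin DD(E). Input: DD(E) 2 µM final. Medium: Tris buffer with calcium and detergent, pH 7.8. Compound dosing: single point at 8.3 µM. Timing: 10 min plus 3 h, room temperature. Technique: fluorescence polarization of the labelled Tn7 tracer. Read-out: percent inhibition. Replicates: singlicate testing.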
KLK7 zymogen act: proKLK7 zymogen activators, primary screen, biochemical, fluorescence intensity; Kallikrein-7 (Homo sapiens), P49862; purified proKLK7, EDANS-DABCYL substrate fluorescence; 100% is mature enzyme control, 0% vehicle; activation, % at 7 µM; hit rate 0.9% among 370,000; AID 652039, 2013;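 active means activation above the mean of all tested compounds plus 3 SD, computed per campaign excluding outliers beyond control limits, cut at about 13% in these data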
ARFGAP1 inh: inhibitors of rat ARFGAP1 GAP activity, primary screen, biochemical, fluorescence polarization, GDP tracer | ADP-ribosylation factor GTPase-activating protein 1 (Rattus norvegicus), Q62848 | Arfgap1-stimulated ARF1 GTP hydrolysis, GDP FP detection | inhibition, % at 16.5 µM | hit rate 0.26% among 360,000 | AID 651572, 2012;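 active means inhibition above a per-plate limit, mean inhibition of low control wells plus 3 SD, cut at about 25% in these data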;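 further: 0% = DMSO wells with enzyme and 100% = wells lacking Arfgap1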
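Replicates: Single well per compound | Assay system: Truncated rat Arfgap1 GAP domain | Control set: No-Arfgap1 wells (100%) versus DMSO full-reaction wells (0%) | Times: Enzyme reaction 120 min at 25 °C after 20 min preincubation | Reagent: Human ARF1(Δ1-17)-GTP substrate | Measured by: Tracer-displacement fluorescence polarization with EDTA stop, 620/688 nm | Measure: Percent inhibition of Arfgap1-stimulated GTP hydrolysis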
PLC-beta3 inh: human PLC-beta3 inhibitors, primary screen, biochemical, fluorescence; Purified PLC-beta3, fluorogenic substrate; inhibition, % at 12.2 µM; hit rate 0.18% among 370,000; in the data active means inhibition above about 11%;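 further: 0% = median of compound wells on plate and 100% = full blocker control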
PLC-gamma1 inh: PLC-gamma1 enzyme inhibitors, primary screen, biochemical, fluorescence, purified enzyme; inhibition, % at 12.2 µM; hit rate 0.84% among 370,000; AID 720700, 2013; fluorogenic substrate; in the data active means inhibition above about 9.5%
Target sequence (P19174 whole entry, looked up): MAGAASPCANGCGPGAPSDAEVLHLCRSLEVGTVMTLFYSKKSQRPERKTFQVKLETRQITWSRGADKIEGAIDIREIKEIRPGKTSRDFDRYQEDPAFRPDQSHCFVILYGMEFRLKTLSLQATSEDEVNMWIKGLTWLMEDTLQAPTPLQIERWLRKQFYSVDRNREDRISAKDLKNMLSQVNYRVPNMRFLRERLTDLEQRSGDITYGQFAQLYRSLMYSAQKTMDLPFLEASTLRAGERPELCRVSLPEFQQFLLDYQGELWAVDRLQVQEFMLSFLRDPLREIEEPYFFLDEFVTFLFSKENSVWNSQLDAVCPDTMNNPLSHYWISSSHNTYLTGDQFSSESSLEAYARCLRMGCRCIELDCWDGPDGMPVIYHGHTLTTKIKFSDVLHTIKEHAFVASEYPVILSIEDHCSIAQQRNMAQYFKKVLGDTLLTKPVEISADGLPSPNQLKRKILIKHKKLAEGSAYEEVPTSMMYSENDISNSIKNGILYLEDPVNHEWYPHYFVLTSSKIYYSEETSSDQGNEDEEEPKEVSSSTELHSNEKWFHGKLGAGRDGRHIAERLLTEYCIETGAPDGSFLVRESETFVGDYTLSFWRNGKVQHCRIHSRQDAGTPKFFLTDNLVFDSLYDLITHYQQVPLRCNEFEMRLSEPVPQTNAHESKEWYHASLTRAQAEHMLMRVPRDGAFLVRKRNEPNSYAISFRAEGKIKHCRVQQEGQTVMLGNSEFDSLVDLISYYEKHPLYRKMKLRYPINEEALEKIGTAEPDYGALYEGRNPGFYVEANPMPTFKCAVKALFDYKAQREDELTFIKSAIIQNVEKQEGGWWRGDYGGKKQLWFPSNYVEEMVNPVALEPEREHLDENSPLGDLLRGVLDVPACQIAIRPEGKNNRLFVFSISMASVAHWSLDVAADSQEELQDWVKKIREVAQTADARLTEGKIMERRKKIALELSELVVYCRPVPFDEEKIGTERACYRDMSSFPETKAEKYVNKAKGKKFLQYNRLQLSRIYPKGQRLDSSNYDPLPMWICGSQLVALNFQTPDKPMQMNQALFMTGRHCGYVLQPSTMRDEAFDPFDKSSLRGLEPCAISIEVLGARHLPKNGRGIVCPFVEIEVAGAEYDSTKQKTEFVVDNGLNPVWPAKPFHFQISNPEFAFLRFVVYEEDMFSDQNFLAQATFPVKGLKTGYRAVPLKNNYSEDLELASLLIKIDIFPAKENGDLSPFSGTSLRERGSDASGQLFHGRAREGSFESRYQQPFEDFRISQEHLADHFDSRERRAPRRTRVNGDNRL
Rev-erbA mod: modulators of Rev-erb alpha DNA binding, primary screen, biochemical, FITC-DNA, fluorescence polarization, uHTS; Nuclear receptor subfamily 1 group D member 1 (Homo sapiens), P20393; Rev-erbα–FITC-DNA binding, 90 min; activity, % at 10 µM; hit rate 0.79% among 370,000;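 active means activity above about 14%, limit read from the data; passing the limit was not always enough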;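 further: 0% = DMSO wells with 35 nM protein and 100% = DMSO wells with 750 nM protein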
UHRF1 MBD2 ctr: UHRF1 methylated DNA binding inhibitors, primary screen, counter-screen for MBD2 inhibitor project, biochemical, TR-FRET, human UHRF1, single concentration; hit rate 0.75% among 370,000; inhibition, % at 4.4 µM; UHRF1 binding to methylated oligo; AID 687016, 2013; in the data active means inhibition above about 21%;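 further: UHRF1 SRA domain binding a hemimethylated CpG hairpin DNA probe; 0% = median of test compound wells and 100% = reference inhibitor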
ASAP1 GAP inh: inhibitors of human ASAP1 ArfGAP activity, primary screen, biochemical, fluorescence polarization | inhibition, % at 16.5 µM | AID 624377, 2012 | ASAP1-stimulated ARF1 GTP hydrolysis, GDP FP detection | Arf-GAP with SH3 domain, ANK repeat and PH domain-containing protein 1 (Homo sapiens), … | hit rate 0.19% among 360,000; in the data active means inhibition above about 25%;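 further: 0% = vehicle with enzyme and substrate and 100% = no enzyme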
* hit, by the source's call; i = inactive; x = no result given. The order is random; overall some 4.5% were active at least once.

Each structure is followed by: HGIII-sPLA2 inh, Tn6 DDE FP, DDE Tn7 FP inh, KLK7 zymogen act, ARFGAP1 inh, PLC-beta3 inh, PLC-gamma1 inh, Rev-erbA mod, UHRF1 MBD2 ctr, ASAP1 GAP inh
Cc1ccc(/C=C(\C#N)C(=O)NC(C)C)o1
  6, 2, 3, -0.6, -15, -3, 5, 4, 2, 3
O=C(CCc1c[nH]c2ccccc12)NC(Cc1c[nH]c2ccccc12)C(=O)O (configuration not stated)
  -54, -6, -5, -0.3, -7, -3, 3, -6, -2, 10
CC1CCCCN1C(=O)c1ccc(S(=O)(=O)N2CCCCC2C)cc1 (configuration not stated)
  2, -7, 1, 0.6, 6, 2, 0, 1, 1, -3
O=C(NCc1ccccc1)C(c1ccc(-c2ccccc2)cc1)n1c(=O)c(-c2ccco2)nc2ccccc21 (configuration not stated)
  8, -4, -3, -3.0, 11, -52, -44, 3, 1, -1
Cc1ccc2c(c1)c1c(n2CC(O)Cn2nc(C)c(Br)c2C)CCCC1 (configuration not stated)
  -13, -6, -4, -0.3, 13, -1, -4, 8, -3, 4
O=C1OC(/C=C/c2ccc(Cl)cc2Cl)=NC/1=C\c1cccs1
  -9, 2, 3, 0.3, -6, -4, -1, 0, 0, -7
O=C(Cn1c(=O)oc2ccccc21)Nc1ccccc1N1CCOCC1
  6, 2, -8, 0.0, 9, 1, 6, 2, 2, 12
Cc1ccc(-c2cc(C(=O)NN=Cc3ccc(F)cc3)[nH]n2)cc1C
  9, -12, 1, -1.1, x, 0, 2, -4, 0, x
COc1ccccc1NC(NC(=O)c1cccnc1)C(Cl)(Cl)Cl (configuration not stated)
  -1, -3, -8, 0.6, 11, -1, -1, -9, -4, 3
O=C(Nc1c(F)cc(F)cc1Br)C1CCCO1 (configuration not stated)
  7, 6, 2, -0.8, -4, 0, -1, -2, 2, 4
COc1ccccc1N1CCN(C(=O)CCS(=O)(=O)c2ccc3c(c2)NC(=O)C(C)S3)CC1 (configuration not stated)
  -12, -2, -2, 0.3, 13, -6, 3, 3, -2, -4
N/C(=N\OC(=O)c1ccc2ccccc2c1)c1ccncc1
  1, 2, 6, -0.7, -1, -1, -1, 0, 0, -1
CCN(CC)C(=O)C1CCCN(Cc2ccccc2)C1 (configuration not stated)
  9, 9, -2, 0.2, 9, 1, -1, -1, 0, -13
CCOn1c(SC(C)C)nc2ccccc2c1=O
  8, 3, -5, 0.0, -6, -2, 0, 5, 1, -4
O=C(CCC1CCCN(C(=O)c2ccccc2Cl)C1)N1CCN(c2ccccn2)CC1 (configuration not stated)
  6, 8, 6, 0.9, 9, -6, 1, -2, 12, 5
Cc1cccc(NC(=O)CSc2nc(=O)n(CCCN3CCOCC3)c3c2CCCC3)c1
  -1, -10, 2, -0.4, -7, -4, 2, -3, 1, -4
Cc1ccc(-n2ncc3c2CC(C)(C)CC3NC(=O)Cc2c(C)noc2C)cc1 (configuration not stated)
  1, -8, -4, -0.2, -3, -5, 1, -4, 0, 13
COc1ccc(CNC(=O)c2cn(Cc3ccc(OC(C)=O)cc3)c(=O)s2)cc1
  -14, 9, -1, 0.6, -3, -5, -3, 5, -3, 2
COc1ccc(NS(=O)(=O)c2ccc3nc(COc4ccc(C#N)cc4)[nH]c3c2)cc1
  0, -8, 7, -0.4, 18, -10, -5, 2, 2, 10
O=C(Nc1cccc(S(=O)(=O)NC2=NCCCCC2)c1)C1COc2ccccc2O1 (configuration not stated)
  2, -9, 7, 0.3, 1, -5, 1, 2, 3, -18

(further entries)
SMILES	HGIII-sPLA2 inh	Tn6 DDE FP	DDE Tn7 FP inh	KLK7 zymogen act	ARFGAP1 inh	PLC-beta3 inh	PLC-gamma1 inh	Rev-erbA mod	UHRF1 MBD2 ctr	ASAP1 GAP inh
CCS(=O)(=O)N1CCC(C(=O)NCc2cccs2)CC1	0	-1	-3	-0.1	5	0	-4	-4	1	13
COc1ccc(S(=O)(=O)N2CCCCC2)cc1NC(=O)C1CSC2(C)CCC(=O)N12 (configuration not stated)	-2	2	-3	0.0	5	-1	1	-2	0	3
O=C(Nn1c(-c2ccc(F)cc2)nc2ccccc2c1=O)C1CCCCC1	-4	1	6	-0.1	-1	1	2	1	-1	8
O=C(Nc1ccc(F)c(Cl)c1)C1Cc2c(-c3cccc(F)c3)ccnc2O1 (configuration not stated)	-7	4	-1	0.5	8	3	0	3	2	-4
O=[N+]([O-])c1ccc2nc(CNc3nc(N4CCOCC4)nc4c3ncn4-c3ccsc3)[nH]c2c1	-3	-5	3	x	x	0	1	1	-1	x
CC(C)C(NC(=O)c1c(F)cccc1F)C(=O)N1CCN(c2ncccn2)CC1 (configuration not stated)	14	-3	3	0.3	1	-9	2	-12	0	4
CCOc1ccc(NC(=S)NC(=O)c2cnn(CC)c2)c([N+](=O)[O-])c1	4	-1	-7	0.4	11	-5	0	0	-5	2
COc1ccc(CN2C(=O)[C@@H]3C(c4ccccc4Cl)=NO[C@@H]3C2=O)cc1	-2	2	-4	-1.1	5	-3	3	3	0	5
CCc1ccccc1N1CN(Cc2cccnc2)CNC1=S	2	6	0	0.7	-1	2	1	-2	-2	-1
COc1cccc(CNC(=O)[C@H]2CCCN2C(=O)[C@H]2CCCN2C(=O)c2cccs2)c1	12	-11	1	0.2	6	4	-2	5	4	-2
CCCc1cc(C(=O)Nc2cccc(Cl)c2)no1	-4	6	8	0.2	-20	0	1	1	0	-1
Nc1cccc(S(=O)(=O)Nc2ccc(Br)cc2)c1	-4	11	8	0.3	-8	8	-2	4	0	4
CCn1c(=N)n(CC(O)COc2ccc(C)cc2)c2ccccc21 (configuration not stated)	0	-12	7	0.2	-5	-1	8	-3	1	1
C/C(=N/NC(=O)c1ccc(Br)o1)c1cccs1	-3	-6	-6	0.1	-10	-5	0	-2	-2	3
C=CCN(C(=O)c1csnn1)C(C(=O)NC1CCCCC1)c1ccccc1 (configuration not stated)	4	-3	-1	-0.4	-6	-2	1	3	-1	4
CCc1ccccc1NS(=O)(=O)c1cc2c(cc1C)n(C)c(=O)c(=O)n2C	0	-3	-3	0.8	-6	-10	-9	-8	-6	11
Cc1ccc(S(=O)(=O)N2CCCCC2)cc1NS(=O)(=O)c1ccc(Cl)c(C(=O)O)c1	5	-8	0	0.0	13	-4	3	1	6	-1
Cc1ccccc1N/N=C/c1ccc(C#N)cc1	3	-1	1	0.0	0	-5	-2	-3	-2	4
c1ccc(N2CCN(c3ncccn3)CC2)cc1	7	0	2	0.1	-2	1	-1	1	2	13
C[C@H](NC(=O)c1ccco1)C(=O)N1CCN(c2ccc(C(F)(F)F)cn2)CC1	-1	1	-4	-0.6	0	-7	-4	-5	-1	2
COc1ccc(/C=C/S(=O)(=O)NCc2ccccc2)cc1OC	-3	-7	-4	0.3	-8	1	0	-3	1	-5
COc1cc(Br)c(CC(=O)O)cc1OC	2	-4	-2	-0.1	8	2	2	1	3	3
O=C1C(Cl)=C(NC(=O)c2ccccc2)C(=O)C(Cl)=C1NC(=O)c1ccccc1	-7	-7	0	-0.4	-8	1	6	-3	-2	8
CCOc1ccc(C2CC(c3c(O)c4ccccc4oc3=O)=NN2c2ccccc2)cc1OC (configuration not stated)	-10	-7	3	-3.1	0	i	-497	3	-2	7

Among those listed so far, these have a nitro group on carbon:
SMILES	HGIII-sPLA2 inh	Tn6 DDE FP	DDE Tn7 FP inh	KLK7 zymogen act	ARFGAP1 inh	PLC-beta3 inh	PLC-gamma1 inh	Rev-erbA mod	UHRF1 MBD2 ctr	ASAP1 GAP inh
O=[N+]([O-])c1ccc2nc(CNc3nc(N4CCOCC4)nc4c3ncn4-c3ccsc3)[nH]c2c1	-3	-5	3	x	x	0	1	1	-1	x
CCOc1ccc(NC(=S)NC(=O)c2cnn(CC)c2)c([N+](=O)[O-])c1	4	-1	-7	0.4	11	-5	0	0	-5	2

Seven compounds out of the list above, ordered by the value under KLK7 zymogen act, low to high:
compound | KLK7 zymogen act
CCOc1ccc(C2CC(c3c(O)c4ccccc4oc3=O)=NN2c2ccccc2)cc1OC (configuration not stated) | -3.1
C[C@H](NC(=O)c1ccco1)C(=O)N1CCN(c2ccc(C(F)(F)F)cn2)CC1 | -0.6
Cc1ccc(S(=O)(=O)N2CCCCC2)cc1NS(=O)(=O)c1ccc(Cl)c(C(=O)O)c1 | 0.0
C/C(=N/NC(=O)c1ccc(Br)o1)c1cccs1 | 0.1
CCn1c(=N)n(CC(O)COc2ccc(C)cc2)c2ccccc21 (configuration not stated) | 0.2
COc1ccc(/C=C/S(=O)(=O)NCc2ccccc2)cc1OC | 0.3
CCc1ccccc1NS(=O)(=O)c1cc2c(cc1C)n(C)c(=O)c(=O)n2C | 0.8

Screening data (PubChem BioAssay)
